High-throughput results: PubChem, several laboratories
PolyA inh: yeast polyadenylation inhibition. AID 1875. calls only at 12 µM. 300,000 compounds, 0.02% hits. S. cerevisiae SKY197-pL101 polyadenylation reporter, beta-gal luminescence; efflux-impaired pdr1/pdr3 knockout yeast; score 100 = 6 SD above DMSO;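 active = lowest replicate activity score at least 50, where 100 means six control SD above control mean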;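 also: yeast exposed to compound for 9 h at 30 °C; higher score means more reporter readthrough which indicates perturbed polyadenylation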
TRPC4 potent: allosterically enhances the mouse TRPC4 cation channel. HEK293 TRPC4beta/mu-opioid, DAMGO EC20, Fluo-4 Ca2+ flux; hits give high values. 310,000 compounds, 0.42% hits. B-score at 10 µM. AID 2227;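 active = B-score of calcium response area above 5 SD of library B-scores, with initial fluorescence ratio within 5 SD of library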;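 also: B-score of integrated fluorescence ratio over time as area under calcium response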
Target sequence (Q9QUQ5 whole entry, looked up): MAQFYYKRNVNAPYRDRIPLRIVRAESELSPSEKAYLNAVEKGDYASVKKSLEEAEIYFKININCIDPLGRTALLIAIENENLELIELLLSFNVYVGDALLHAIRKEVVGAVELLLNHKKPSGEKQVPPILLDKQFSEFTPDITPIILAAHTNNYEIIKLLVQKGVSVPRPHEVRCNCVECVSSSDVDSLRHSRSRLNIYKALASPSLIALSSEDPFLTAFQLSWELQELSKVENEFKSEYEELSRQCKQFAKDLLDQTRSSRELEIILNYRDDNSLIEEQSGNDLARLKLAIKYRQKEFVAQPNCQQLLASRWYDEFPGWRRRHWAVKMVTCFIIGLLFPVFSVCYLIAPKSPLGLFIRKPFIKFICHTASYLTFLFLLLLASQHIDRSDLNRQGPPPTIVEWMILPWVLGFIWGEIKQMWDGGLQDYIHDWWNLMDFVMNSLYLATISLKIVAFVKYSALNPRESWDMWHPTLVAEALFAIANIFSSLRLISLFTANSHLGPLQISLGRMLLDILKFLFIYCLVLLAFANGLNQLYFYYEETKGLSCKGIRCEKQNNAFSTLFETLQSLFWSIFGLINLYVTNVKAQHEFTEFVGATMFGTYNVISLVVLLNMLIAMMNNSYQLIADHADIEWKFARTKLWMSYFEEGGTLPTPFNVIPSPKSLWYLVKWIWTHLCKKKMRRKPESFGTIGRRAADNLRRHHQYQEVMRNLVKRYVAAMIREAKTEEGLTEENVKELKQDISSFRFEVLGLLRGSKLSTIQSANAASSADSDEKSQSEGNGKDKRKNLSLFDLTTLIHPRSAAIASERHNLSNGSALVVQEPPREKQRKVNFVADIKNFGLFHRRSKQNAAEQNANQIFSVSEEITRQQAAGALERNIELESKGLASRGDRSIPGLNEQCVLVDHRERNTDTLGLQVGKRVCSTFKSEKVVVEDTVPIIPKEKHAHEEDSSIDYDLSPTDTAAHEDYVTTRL
KCNK3 block: human KCNK3 channel inhibition, primary screen; AID 602410; B-score at 10 µM; 340,000 compounds, 0.84% hits; CHO-KCNK3 thallium flux, FluxOR fluorescence; hits give low values;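 active = B-score under library mean minus 4 SD, starting fluorescence ratio at most library mean plus 5 SD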;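 also: more negative B-score means stronger inhibition of thallium flux through KCNK3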
Platelet DG rel: modulates dense granule release in human platelets | human platelet-rich plasma, SFLLRN dense granule ATP release, luminescence | AID 1663 | inhibition, %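 (compounds screened at 7.5 µM in platelet-rich plasma)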 | 300,000 compounds, 0.22% hits;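 active = mean replicate score, as percent of positive control, at or above 50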
KCNQ1 block: human KCNQ1 channel inhibition | P51787 | 310,000 compounds, 1.3% hits | B-score at 10 µM | CHO-K1 KCNQ1, FluxOR thallium flux fluorescence; hits give high values;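 active = compounds whose thallium flux B-score, printed positive for inhibition, exceeds three library SD while starting fluorescence stays within three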;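 also: channel opened by potassium depolarization with thallium stimulus after 20 min compound exposure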
TRPC4 agonist: activators of mouse TRPC4 channel; Q9QUQ5; AID 2237; 310,000 compounds, 0.49% hits; HEK293 TRPC4beta/mu-opioid, Fluo4 calcium fluorescence; hits give high values; B-score at 10 µM;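 active = B-score above 5 SD of library B-scores, and initial fluorescence ratio not above library mean plus 5 SD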;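 also: positive B-score marks a calcium rise read as TRPC4 activation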
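Assay system – TRPC4beta and mu-opioid receptor HEK293 stable cells · Measured by – Fluo4 fluorescence, kinetic · Schedule – dye loading 45 min room temperature, 110 s kinetic read · Read-out – B-scored integrated calcium fluorescence ratio · Controls – buffer and maximal DAMGO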
hERG rescue: compounds protecting human hERG from proarrhythmic drug block | CHO-hERG, FluxOR thallium flux, dofetilide IC70 present | Q12809 | activation (rescue from dofetilide block), less the hit threshold, % at 10 µM | 310,000 compounds, 0.51% hits;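 active = activation above the mean of controls blocked by dofetilide plus 5 SD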;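 also: thallium influx through hERG after potassium depolarization seen as dye fluorescence rise; in these data hits start at about 4.7%; inactives centre near -7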
DYRK1A inh: inhibitors of rat Dyrk1A kinase; 310,000 compounds, 0.43% hits; inhibition, % at 12.5 µM; AID 504441; Q63470; ADP-Glo luminescence, NFATc1 peptide; in the data active = inhibition above about 50%;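 also: plate controls were vehicle with enzyme for no effect and no enzyme for full effect; many of its hits are not listed in these tables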
KCNK9 block: human KCNK9 channel inhibition; 310,000 compounds, 1.2% hits; B-score at 10 µM; AID 488922; HEK293 KCNK9, FluxOR thallium flux fluorescence; hits give low values;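 active = ratio B-score over 3 SD below the library mean, with starting fluorescence within 5 SD of its mean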;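 also: negative B-score means less thallium flux so channel inhibition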
TRPC4 inh: TRPC4 (mouse) channel inhibition; AID 2247; 300,000 compounds, 0.39% hits; HEK293 TRPC4beta/mu-opioid, DAMGO-evoked Fluo4 calcium flux; hits give low values; B-score at 10 µM;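 active = B-score over 3 SD under the library average, no early fluorescence shift, positive overall ratio signal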
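test system = HEK293 cells with stable TRPC4beta plus mu-opioid receptor expression | detection = Fluo4 Ca2+ flux fluorescence | read-out = integrated fluorescence ratio relative to baseline, converted to per-well B score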
KCNQ1 pot: human KCNQ1 channel potentiation or activation | P51787 | CHO-K1 KCNQ1, thallium flux FluxOR fluorescence; hits give high values | B-score at 10 µM | 310,000 compounds, 0.35% hits;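 active = fluorescence ratio B-score, a plate-corrected score, at least three library SD, with initial intensity B-score within 5 SD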
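Medium – assay buffer, equal DMSO in all wells · Material – CHO-K1 cell line with stable KCNQ1 potassium channel expression · Signal – kinetic FluxOR thallium fluorescence, 10-s 1-Hz baseline, 110-s post-stimulus read · Compound – single concentration per compound, DMSO matched to controls · Schedule – 37 °C overnight plating, 90-min dark dye load, 20-min compound pretreatment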
* hit, by the source's call; i = inactive; x = not tested or not shown.

Every second line gives: PolyA inh	TRPC4 potent	KCNK3 block	Platelet DG rel	KCNQ1 block	TRPC4 agonist	hERG rescue	DYRK1A inh	KCNK9 block	TRPC4 inh	KCNQ1 pot
1	COc1ccc(NC(=O)C2CCCN2C(=O)Nc2ccccc2)cc1OC (stereo unspecified)
→ i	i	i	4	i	i	-6	3	i	i	i
2	C=CCC(O)(CC=C)C(C)N (stereo unspecified)
→ i	i	i	-4	i	i	-7	2	i	i	i
3	CC(=O)N(c1ccccc1C)C1CCCC1
→ i	i	i	-3	i	i	-1	-3	i	i	i
4	Cc1ccc(OCCCCn2ccnc2C)c(C)c1
→ i	i	i	0	i	i	-7	4	i	i	i
5	O=C(Cc1ccc(Br)cc1)N1CCN(C(=O)c2ccco2)CC1
→ i	i	i	0	i	i	-3	-3	i	i	i
6	CC1(C)CC(=O)C2=C(C1)c1c(ccc3ccccc13)NC2c1ccc(C(=O)O)cc1 (stereo unspecified)
→ i	i	i	8	i	i	-6	0	i	i	i
7	O=C(NNC(=O)C1CC(c2cccnc2)=NO1)Nc1ccccc1F (stereo unspecified)
→ i	i	i	1	i	i	-8	2	i	i	i
8	CCCCn1ccc(=O)c2c(C(F)(F)F)nccc21
→ i	i	i	13	i	i	-6	33	i	i	i
9	COC(=O)COc1ccc(NC(=O)c2ccco2)cc1
→ i	i	i	3	i	i	-7	-4	i	i	i
10	COc1cccc(NC(=O)N2CCCC2C(=O)Nc2ccc3c(c2)OCCO3)c1 (stereo unspecified)
→ i	i	i	-3	i	i	-9	18	i	i	i
11	O=S(=O)(Nc1cccc(-c2cn3c(n2)SCC3)c1)c1ccc(F)cc1F
→ i	i	i	-10	i	i	-9	20	i	i	i
12	CCOc1ccc2[nH]c3c(N4CCC5(CC4)OCCO5)ncnc3c2c1
→ i	i	x	9	i	i	-4	x	i	i	i
13	C=CCNC(=S)N/N=C/c1ccccc1OCCOc1ccccc1
→ i	i	i	5	i	i	-6	0	i	i	i
14	CCOc1ccc(Nc2cc(=O)n(C)c(=O)n2C)cc1
→ i	i	i	0	i	i	-6	-2	i	i	i
15	Cc1ccc(S(=O)(=O)NC2CCCc3ccccc32)cc1C (stereo unspecified)
→ i	i	i	3	i	i	-9	0	i	i	i
16	CC(C)C(OC(=O)c1nsc(Cl)c1Cl)C(=O)NCc1ccc2c(c1)OCO2 (stereo unspecified)
→ i	i	i	-10	i	i	-8	0	i	i	i
17	CCCCn1c(=O)c(C(=O)c2ccccc2)nc2ccccc21
→ i	i	i	13	i	i	-17	-1	i	i	i
18	COc1ccc(C(=O)N2CCC(C(=O)c3c(C)cc(C)cc3C)CC2)cc1
→ i	i	i	6	i	i	-16	0	i	i	i
19	c1ccc(CN2CCN(c3nc4ccccc4c4ccccc34)CC2)cc1
→ i	i	-11*	-2	i	i	-11	3	i	i	i
20	CCCCSc1nnc2c(n1)OC(C(=O)c1ccccc1)Nc1ccccc1-2 (stereo unspecified)
→ i	i	x	-11	i	i	-16	x	i	i	i

Full records from above. Order of screens: PolyA inh	TRPC4 potent	KCNK3 block	Platelet DG rel	KCNQ1 block	TRPC4 agonist	hERG rescue	DYRK1A inh	KCNK9 block	TRPC4 inh	KCNQ1 pot
Listed for CCCCSc1nnc2c(n1)OC(C(=O)c1ccccc1)Nc1ccccc1-2 (stereo unspecified) : i	i	x	-11	i	i	-16	x	i	i	i
Listed for Cc1ccc(OCCCCn2ccnc2C)c(C)c1 : i	i	i	0	i	i	-7	4	i	i	i

(listing goes on)
Every second line gives: PolyA inh	TRPC4 potent	KCNK3 block	Platelet DG rel	KCNQ1 block	TRPC4 agonist	hERG rescue	DYRK1A inh	KCNK9 block	TRPC4 inh	KCNQ1 pot
21	CCOCCOc1nc2c(c(=O)n(C)c(=O)n2C)n1CCc1ccccc1
→ i	i	i	2	i	i	-5	-1	i	i	i
22	COc1ccc2[nH]c(C(=O)NCc3ccccc3)c(C)c2c1
→ x	i	i	1	i	i	-5	6	i	i	i
23	OC1(c2cn(Cc3ccccc3)nn2)CCCCC1
→ i	i	i	-3	i	i	-4	-6	i	i	i
24	O=C(COc1ccc(Cl)cc1Cl)NCCCCc1ccccc1
→ i	i	i	7	i	i	-12	6	i	i	i
25	CCCCCC(=O)Nc1nc2ccccc2[nH]1
→ i	i	i	0	i	i	-12	1	i	i	i
26	C=CCNC(=O)c1ccc(-n2cccc2)cc1
→ i	i	i	4	i	i	-11	3	i	i	i
27	N/C(=N\OC(=O)CCC1CCCCC1)c1ccc([N+](=O)[O-])cc1
→ i	i	i	-3	i	i	-10	-1	i	i	i
28	COCc1cc(C)nc(SCc2ccc(Cl)cc2)c1C#N
→ i	i	-11*	0	i	i	-6	-7	i	i	i
29	N#CCSc1nc2c(sc(=S)n2Cc2ccco2)c(=O)n1-c1ccc(F)cc1
→ i	i	i	-9	i	i	-15	-3	i	i	i
30	CC1=Nc2cc(C(=O)O)ccc2Sc2c(C)ccc(C)c21
→ i	i	i	8	i	i	-6	x	i	i	i
31	O=C(CCSc1ccccc1)Nc1nnc(-c2cccs2)o1
→ i	i	i	-5	i	i	-6	2	i	i	i
32	CNC(=S)N/N=C/c1c2ccccc2c(Cl)c2ccccc12
→ i	i	i	7	i	i	-9	0	i	i	i
33	N#C/C(=C(/O)COC(=O)CSc1ccc(Cl)cc1)c1nc2ccccc2[nH]1
→ i	i	i	-52	i	i	-12	-3	i	i	i
34	CCCN(CCC)S(=O)(=O)c1cccc(-c2csc(C)n2)c1
→ i	i	i	-2	i	i	-17	-4	i	i	i
35	CCOC(=O)c1nnn(CC(=O)Nc2cccc(F)c2)c1C(=O)OCC
→ i	i	i	3	i	i	0	19	i	i	i
36	COc1ccc(NC2CCCN(C(=O)CSc3ccccc3)C2)cc1OC (stereo unspecified)
→ i	i	i	8	i	i	-6	2	i	i	i
37	Cc1ccc(NC(=O)CN2CCN(C(=O)C3CCCO3)CC2)c(C)c1 (stereo unspecified)
→ i	i	i	-9	i	i	-3	-5	i	i	i
38	O=C(COc1ccc(NC(=O)c2ccccc2)cc1)c1ccccc1
→ i	i	i	42	i	i	-2	-6	i	i	i
39	CCN1CCn2c1nc(N1CCCCC1)nc2=O
→ i	i	i	-3	i	i	-2	4	i	i	i
40	CCc1c(C)c(C#N)c2nc3ccccc3n2c1NCCN(C)C
→ i	i	i	13	i	i	-7	9	i	i	i
41	CCn1c(SCC(=O)NC2CCCCC2)nnc1-c1ccccn1
→ i	i	i	-5	i	i	-6	-4	i	i	i
42	COc1ccccc1CN1CCN(C(CC(C)C)c2nnnn2Cc2cccs2)CC1 (stereo unspecified)
→ i	i	i	x	i	i	-3	2	i	i	i
43	Nc1cccnc1Oc1ccccc1F
→ i	i	i	3	i	i	0	-1	i	i	i
44	CN1CCCC1=Nc1c2c(nc3ccccc13)N(C)CC2
→ i	i	i	-10	i	i	-7	0	i	i	i
45	COc1cc(/C=C/C(=O)c2ccc(Cl)s2)cc(OC)c1O
→ i	i	i	-6	i	i	-15	-2	i	i	i
46	O=C(CCCCCN1C(=O)c2ccccc2C1=O)Nc1cccc(O)c1
→ i	i	i	-2	i	i	-6	8	i	i	i
47	CCNc1nc(N)nc(-c2cc(Cl)ccc2O)n1
→ x	i	i	1	i	i	-10	67*	i	i	i
48	Cc1cc(OCC(=O)Nc2ccncc2)ccc1[N+](=O)[O-]
→ i	i	i	8	i	i	-5	x	i	i	i
49	COc1ccc(-n2nnnc2/C(=C/N(C)C)C(=O)c2ccccc2)cc1
→ i	i	i	-10	i	i	-12	-6	i	i	i
50	CCOC(=O)c1c(C)nc2ccccc2c1-c1ccccc1
→ i	i	i	-3	i	i	-13	-1	i	i	i
51	O=C(/C=C/c1ccco1)NC(=S)Nc1ccc(N2CCOCC2)c(Cl)c1
→ i	i	i	15	i	i	-11	6	i	i	i
52	COc1ccc(CC(=O)Nc2cc(C)on2)cc1OC
→ i	i	i	5	i	i	-11	-7	i	i	i
53	CCOc1ccc(Br)cc1CC(=O)O
→ i	i	i	-11	i	i	-7	-4	i	i	i
54	COc1cccc(NC(=S)NCCC(c2ccccc2)c2ccccc2)c1
→ i	i	i	3	10*	i	-10	8	i	i	i
55	CCN(CC)CCn1c(=S)[nH]c2cc(C(=O)N3CC=C(c4ccccc4)CC3)ccc2c1=O
→ i	i	x	0	i	i	-15	x	i	i	i
56	Cn1c(-c2ccc(F)cc2)cnc1NCc1cc2c(cc1[N+](=O)[O-])OCO2
→ i	i	i	-3	i	i	-10	-5	i	i	i
57	CSc1ccccc1C(=O)Nc1cccc(N(C)S(C)(=O)=O)c1
→ i	i	i	-3	i	i	-1	3	i	i	i
58	Cc1ccccc1NC(=O)CCCCC(=O)Nc1ccccc1C
→ i	i	i	4	i	i	-4	6	i	i	i
59	CCOCCOC(=O)Cn1cnc2scc(-c3ccc(C)cc3)c2c1=O
→ i	i	i	5	i	i	-5	x	i	i	i
60	c1ccc(-n2cc(CN3CCCC(CN4CCCC4)C3)c(-c3ccc4c(c3)OCO4)n2)cc1 (stereo unspecified)
→ i	i	i	-4	i	i	-7	-24	i	i	i
61	CCCCCn1c(=O)[nH]c2cc(C(=O)NCCN3CCCCC3C)ccc2c1=O (stereo unspecified)
→ i	i	i	0	i	i	-9	-6	i	i	i
62	Cc1oc(-c2ccccc2F)nc1CS(=O)(=O)CC(=O)NCCN1CCCC1
→ i	i	i	2	i	i	-9	-2	i	i	i
63	CCC(C)(C(=O)NC1CCCCC1)N(CC1CCCO1)C(=O)CNC(=O)c1ccccc1 (stereo unspecified)
→ i	i	i	-2	i	i	-11	0	i	i	i
64	CC1CCCCN1C(=O)Cn1cc(C#N)c2ccccc21 (stereo unspecified)
→ i	i	i	2	i	i	-8	8	i	i	i
65	COc1cccc(NC(=O)CN(C)C(=O)c2cn(-c3ccccc3)nc2-c2cccs2)c1
→ i	i	i	1	i	i	-24	6	i	i	i
66	CC(=O)N1CCN(c2ccc(NC(=O)c3ccc4ccccc4c3)cc2)CC1
→ i	i	i	-20	i	i	-5	-16	i	i	i
67	CC1CCC/C=C/C(=O)c2c(O)cc(O)cc2CC(=O)O1 (stereo unspecified)
→ i	i	i	2	7*	i	-16	7	i	i	i
68	COc1ccc(C(=O)Cn2c(=O)c(CCC(=O)O)nn3c4ccccc4nc23)cc1OC
→ i	i	i	-33	i	i	-4	-4	i	i	i
69	Cc1cc(S(=O)(=O)NCc2ccccn2)c(Cl)cc1Cl
→ i	i	i	14	i	i	-5	x	i	i	i
70	CCN1CCCC1CNC(=O)CN(C)S(=O)(=O)c1ccc(Cl)cc1 (stereo unspecified)
→ i	i	i	9	i	i	-6	-4	i	i	i

This is a subset; the hit share may differ from the screen's.
